# MsrA act: activators of bovine methionine sulfoxide reductase A; purified bovine MsrA, absorbance read-out; activation, % at 10.6 µM; hit rate 0.3% among 360,000; AID 602163; in the data active = activation above about 7.5%;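 also: 0% = vehicle and 100% = reference activator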
# Rin1 Abl inh: inhibitors of human Rin1-Abl protein interaction; AID 588664; inhibition, % at 7.35 µM; hit rate 0.4% among 360,000; TR-FRET Rin1/Abl binding, biochemical; P00519+Q13671; in the data active = inhibition above about 5%, passing the limit was not always enough
# Target sequence (P00519 whole entry, looked up): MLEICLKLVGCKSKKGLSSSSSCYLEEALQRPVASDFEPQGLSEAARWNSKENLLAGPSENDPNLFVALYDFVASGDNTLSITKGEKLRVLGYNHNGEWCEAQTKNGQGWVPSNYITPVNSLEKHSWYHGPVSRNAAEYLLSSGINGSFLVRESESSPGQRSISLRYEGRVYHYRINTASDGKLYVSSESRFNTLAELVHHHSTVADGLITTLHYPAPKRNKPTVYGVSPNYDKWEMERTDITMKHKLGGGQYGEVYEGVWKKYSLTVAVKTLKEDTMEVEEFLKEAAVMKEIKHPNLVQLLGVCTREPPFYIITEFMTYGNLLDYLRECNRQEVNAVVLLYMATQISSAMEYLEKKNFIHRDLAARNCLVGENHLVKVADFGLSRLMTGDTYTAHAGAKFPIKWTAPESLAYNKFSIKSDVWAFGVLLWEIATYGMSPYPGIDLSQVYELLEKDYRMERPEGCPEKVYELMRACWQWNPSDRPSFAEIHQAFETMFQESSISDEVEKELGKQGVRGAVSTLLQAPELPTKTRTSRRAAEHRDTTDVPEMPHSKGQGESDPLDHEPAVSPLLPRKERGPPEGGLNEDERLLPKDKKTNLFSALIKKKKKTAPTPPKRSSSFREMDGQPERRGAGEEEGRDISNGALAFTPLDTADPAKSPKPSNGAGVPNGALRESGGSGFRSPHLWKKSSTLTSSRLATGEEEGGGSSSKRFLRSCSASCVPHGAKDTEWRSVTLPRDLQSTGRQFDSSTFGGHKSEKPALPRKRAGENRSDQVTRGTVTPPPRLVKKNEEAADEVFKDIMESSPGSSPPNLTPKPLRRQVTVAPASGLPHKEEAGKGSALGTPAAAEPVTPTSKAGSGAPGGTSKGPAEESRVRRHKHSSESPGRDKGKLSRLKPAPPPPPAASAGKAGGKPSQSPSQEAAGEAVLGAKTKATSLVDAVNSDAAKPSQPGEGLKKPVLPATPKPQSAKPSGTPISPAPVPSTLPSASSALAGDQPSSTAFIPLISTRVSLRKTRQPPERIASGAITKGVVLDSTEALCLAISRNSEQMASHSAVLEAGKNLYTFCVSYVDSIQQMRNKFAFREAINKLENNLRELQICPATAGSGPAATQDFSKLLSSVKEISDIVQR
# Target sequence (Q13671 whole entry, looked up): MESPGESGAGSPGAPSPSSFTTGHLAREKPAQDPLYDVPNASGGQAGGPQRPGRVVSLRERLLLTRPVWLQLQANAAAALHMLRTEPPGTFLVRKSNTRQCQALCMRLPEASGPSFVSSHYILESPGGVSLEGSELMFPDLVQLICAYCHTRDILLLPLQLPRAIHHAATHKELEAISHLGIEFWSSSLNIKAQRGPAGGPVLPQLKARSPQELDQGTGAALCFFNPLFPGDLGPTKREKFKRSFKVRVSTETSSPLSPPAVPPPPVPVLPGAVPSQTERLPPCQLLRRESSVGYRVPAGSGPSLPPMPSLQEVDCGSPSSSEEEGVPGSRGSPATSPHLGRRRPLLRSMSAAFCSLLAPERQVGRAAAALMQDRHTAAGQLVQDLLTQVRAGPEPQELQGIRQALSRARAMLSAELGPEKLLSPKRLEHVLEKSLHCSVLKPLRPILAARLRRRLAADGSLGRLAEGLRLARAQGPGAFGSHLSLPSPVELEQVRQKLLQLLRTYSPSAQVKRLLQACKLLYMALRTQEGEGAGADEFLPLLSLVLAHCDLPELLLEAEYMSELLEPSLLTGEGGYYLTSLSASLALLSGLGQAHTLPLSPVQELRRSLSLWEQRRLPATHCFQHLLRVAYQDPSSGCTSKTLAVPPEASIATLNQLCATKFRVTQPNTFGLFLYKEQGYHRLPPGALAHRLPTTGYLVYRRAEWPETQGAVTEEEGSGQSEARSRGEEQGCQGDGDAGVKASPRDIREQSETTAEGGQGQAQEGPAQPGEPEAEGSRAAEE
# MsrA inhibitor: inhibits bovine methionine sulfoxide reductase A; hit rate 0.75% among 360,000; inhibition, % at 15.5 µM; purified bovine MsrA, absorbance read-out; in the data active = inhibition above about 4.5%;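 also: 0% = vehicle wells with enzyme and 100% = reference inhibitor wells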
# Rpn11 inh: inhibitors of human proteasome Rpn11; O00487; human 26S proteasome, Ub4-pepOG fluorescence polarization; 20S core pre-blocked with epoxomicin; calls only at 20 µM; hit rate 0.59% among 360,000; AID 588493;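 active = inhibition at 20 µM, scaled to each plate's controls, above about 33%, limit read from the data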
# FAS-TE inh: inhibitors of human fatty acid synthase thioesterase domain | P49327 | recombinant FAS-TE, OMFH fluorogenic substrate, fluorescence endpoint | inhibition, % at 15 µM | hit rate 0.67% among 360,000 | AID 602261;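 active = compounds whose normalised, plate-corrected inhibition of enzyme fluorescence in the single-dose primary screen is 50% or more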;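 also: 0% = DMSO with enzyme and 100% = substrate without enzyme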
# MT1-MMP act inh: MT1-MMP (human) activation inhibition; P50281; HT1080 RFP-PRO-GFP cells, GFP/RFP ratio fluorescence, overnight; percent of plate control window, DMSO zero; GFP/RFP ratio change, % at 20 µM; hit rate 0.061% among 360,000; AID 651647;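 active = GFP/RFP ratio change of at least 30% with cell ATP level not reduced by more than half and red fluorescence within 50% of control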; also: strong numbers were not always called active
#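 Read-out: GFP/RFP fluorescence ratio; Test system: RFP-PRO-GFP reporter HT1080 cells; Compound dosing: single-point 20 µM compound, 1% DMSO; Times: overnight compound exposure at 37 °C.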
# eLon inh: inhibitors of E. coli Lon protease; P0A9M0; purified E. coli Lon protease, fluorescence polarization; inhibition, % at 7.94 µM; hit rate 0.42% among 360,000; AID 602123; in the data active = inhibition above about 13%, passing the limit was not always enough;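 also: 0% = enzyme with probe and DMSO and 100% = no enzyme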
# CSN deneddyl inh: blocks human CSN-mediated cullin deneddylation; Q92905; Purified CSN, SCF-Nedd8-OG deneddylation, fluorescence polarization; hit rate 0.38% among 360,000; inhibition, % at 12.5 µM;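 active = pattern-corrected inhibition above about 35%, with an unprinted fluorescence ratio check between 0.5 and 1.5, limit read from the data, passing the limit was not always enough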;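 also: 0% = enzyme with substrate and 100% = substrate without enzyme; some results filed as inactive read as strong as hits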
#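 test system = HEK293T-derived human Csn5 enzyme | amount = 0.24 nM Csn5 enzyme, final concentration | medium = Tris/NaCl/DTT buffer, pH 7.5 | schedule = 90 min reaction at room temperature | signal = FP | evaluation = inhibition of Csn5 cleavage, % | compound dosing = single dose of 12.5 µM compound with 0.25% DMSO | probe or stimulus = 10 nM SCFSkp2-Nedd8OG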
# MLLE-PAM2 inh: inhibitors of microRNA-mediated deadenylation, human PABP1 MLLE binding | P11940 | GST-MLLE / FITC-PAM2 fluorescence polarization | inhibition, % at 20 µM | hit rate 0.36% among 360,000 | AID 588489; in the data active = inhibition above about 35%, passing the limit was not always enough;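 also: plate controls were DMSO wells with GST-MLLE for no effect and wells lacking GST-MLLE protein for full effect; some results filed as inactive read as strong as hits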
# * marks the source's active call; other numbers are inactive results; i = inactive; nt = not tested or not shown.
SMILES,MsrA act,Rin1 Abl inh,MsrA inhibitor,Rpn11 inh,FAS-TE inh,MT1-MMP act inh,eLon inh,CSN deneddyl inh,MLLE-PAM2 inh
CCOc1ccccc1-c1cc(C(=O)N/N=C/c2ccc(O)c(OC)c2)c2ccccc2n1,-7.0,0.1,4.9*,i,4.6,1.8,-20.3,-2.0,7.1
COc1cc(/C=C2\SC(=S)N(CCC(=O)Nc3ccc(O)cc3)C2=O)cc(OC)c1OC,0.4,-4.5,1.3,i,8.5,6.2,8.6,-1.7,15.1
Cc1nc(SCC(=O)NCC2CCCO2)c2cc(-c3ccccc3)sc2n1 (centres undefined),-9.7,-2.2,0.6,i,9.4,5.3,7.7,-1.1,-24.8
COc1cc(CN2CCCC(C(=O)Nc3ccccc3Oc3cccnc3)C2)ccc1F (centres undefined),-1.0,4.3,-0.1,i,0.3,-7.6,8.9,-4.5,10.0
O=C(/C=C\Nc1ccccc1Br)c1ccc2c(c1)OCO2,-4.7,0.0,2.6,i,19.1,-0.7,2.8,7.8,-16.4
Cc1ccccc1-n1c(C)nnc1SC(C)C(=O)NCC1CCCO1 (centres undefined),-2.9,2.0,1.1,i,-8.9,-0.2,-9.7,-6.0,7.4
CN(C)S(=O)(=O)c1ccc(NC(=O)CN2CCCC2c2ccc3c(c2)OCCCO3)cc1 (centres undefined),-12.1,4.0,0.1,i,5.6,3.3,-13.5,-5.5,4.9
Cn1c(SCC(=O)N2c3ccccc3CCc3ccccc32)nnc1-c1cc2ccccc2cc1O,-6.3,-0.6,4.0,i,66.9*,-2.1,-3.7,-7.9,-23.9
O=C(NC(NC(=O)c1ccccc1)c1ccccc1)c1ccccc1,-10.1,0.7,-0.6,i,-5.2,0.7,0.2,-4.4,6.0
CC(C)NC(=O)c1onc(CSc2cccc(F)c2)c1C(=O)O,0.3,0.6,-0.9,i,-9.6,0.1,2.8,0.1,0.9
CCCN1C2CCCC1CC(NC(=O)c1cc(OC)cc(OC)c1)C2 (centres undefined),-2.6,-1.0,-1.4,i,-5.7,-8.6,4.2,1.0,-4.1
C=CCNC(=O)CN(c1ccc(F)c(Cl)c1)S(C)(=O)=O,-4.8,2.6,nt,i,-6.6,2.7,-6.6,-0.6,-1.2
Oc1ccc(N=Nc2n[nH]c(-c3ccccc3)n2)cc1,-7.6,-2.2,3.8,i,-4.3,3.8,-10.0,0.8,-29.1
O=C1/C(=C\c2ccc([N+](=O)[O-])cc2)CS(=O)(=O)C/C1=C/c1ccc([N+](=O)[O-])cc1,1.8,3.1,0.8,i,4.6,-19.0,-1.1,11.3,8.4
Nc1cc2c(cc1Br)-c1c(C(=O)O)cccc1C2O (centres undefined),1.3,3.1,1.1,i,-4.6,2.6,-2.1,-9.1,8.9
O=C1NC[C@H](CCCCN2C[C@@H](Cc3ccccc3)N(Cc3ccccc3)C(=O)C2=O)N(CCC2CCCCC2)C1=O,-2.9,nt,3.0,nt,16.0,1.3,-5.1,-1.1,nt
Cc1cc([N+](=O)[O-])c(C)cc1-c1ccc(/C=N/NC(=O)c2cccnc2)o1,-2.8,-2.6,0.4,i,0.1,-0.5,1.4,-4.6,12.8
O=C(CCc1n[nH]c(=O)[nH]c1=O)N/N=C/c1ccc(Br)o1,-9.9,0.8,0.5,i,-10.1,2.8,-4.2,3.6,3.4
CCOC(=O)c1nnc(-c2ccccc2)[nH]c1=O,-4.5,-0.1,0.1,i,-7.3,2.0,-6.0,-0.9,17.0
O=C(NCCN1CCN(c2ccccc2)CC1)C1CCN(S(=O)(=O)N2CCOCC2)CC1,-3.4,1.0,0.5,i,-6.6,3.6,0.9,1.0,-23.2
C=CCOC(=O)C1=C(C)Nc2ncnn2C1c1cc(Br)ccc1F (centres undefined),-2.3,5.4,-0.2,i,-0.1,1.7,-1.0,-2.2,-7.9
O=C(COC(=O)c1cccc(OC(F)F)c1)NCC1CCCO1 (centres undefined),-4.4,2.5,0.3,i,-6.8,1.6,-13.8,1.9,8.1
O=C(OCc1nnc(-c2ccccc2)o1)c1cc(Cl)ccc1[N+](=O)[O-],-7.7,-1.1,1.0,i,13.7,2.8,-3.6,-0.7,-2.3
Cc1ccc(CSc2nnc(CS(=O)Cc3ccc(Cl)cc3Cl)n2C)cc1 (centres undefined),4.3,-1.6,-0.7,i,6.2,-3.2,-3.8,-2.8,-10.1
Cc1ccc(-n2c(Cc3cccn3C)nnc2SCC(=O)NCc2ccco2)cc1,-3.7,-2.0,0.1,i,-5.0,-4.5,-4.4,-3.8,-11.2

# An excerpt from above with just MsrA inhibitor and MLLE-PAM2 inh.
smiles | MsrA inhibitor | MLLE-PAM2 inh
CCCN1C2CCCC1CC(NC(=O)c1cc(OC)cc(OC)c1)C2 (centres undefined) | -1.4 | -4.1
C=CCNC(=O)CN(c1ccc(F)c(Cl)c1)S(C)(=O)=O | nt | -1.2
Oc1ccc(N=Nc2n[nH]c(-c3ccccc3)n2)cc1 | 3.8 | -29.1
O=C1/C(=C\c2ccc([N+](=O)[O-])cc2)CS(=O)(=O)C/C1=C/c1ccc([N+](=O)[O-])cc1 | 0.8 | 8.4

# Next part.
SMILES,MsrA act,Rin1 Abl inh,MsrA inhibitor,Rpn11 inh,FAS-TE inh,MT1-MMP act inh,eLon inh,CSN deneddyl inh,MLLE-PAM2 inh
CC(C)Oc1cccc(C(=O)C2CCCN(Cc3cnn(C(C)C)c3)C2)c1 (centres undefined),-3.3,4.5,0.7,i,-5.6,-3.3,-7.2,-10.2,0.1
Cc1cccc(C(=O)OCC(=O)N(C)c2ccccc2)c1C,-1.0,-2.1,1.6,i,-0.4,-1.4,-5.5,-1.1,1.6
O=C(COc1ccc(S(=O)(=O)NC2CCCCC2)cc1Cl)N1CCN(c2ccccc2)CC1,-3.1,0.6,-0.3,i,26.9,-4.8,-11.3,-5.5,11.1
COc1nccc(NCc2ccccc2)c1C#N,-6.5,3.2,3.0,i,-6.1,-1.9,5.9,-1.9,-22.9
CCOC(=O)CN(C(=O)c1snc(C(N)=O)c1N)C(C(=O)NCCC(C)C)c1ccc(F)cc1 (centres undefined),-4.4,0.1,-0.5,i,-0.5,2.0,0.2,2.6,-5.9
O=C(Nc1nc2ccccc2n1CCOc1ccccc1)c1ccco1,-12.0,-3.0,1.2,i,8.0,-1.5,2.8,2.8,-1.6
Cn1ncc(Cl)c1C(=O)NC1CCCC1,-5.1,-2.3,-0.3,i,-1.8,-2.9,-10.2,1.5,0.1
COc1cc(/C=N/n2cnnc2)ccc1OCc1ccc(C)cc1,-5.6,0.5,2.2,i,-3.7,8.6,-1.5,0.6,-5.0
O=C(O)c1cc(=O)cc(C(=O)O)[nH]1,-9.0,2.3,-0.3,i,-2.2,3.7,0.9,-0.4,9.2
Cn1ccnc1SCC(=O)NC12CC3CC(CC(C3)C1)C2,-2.3,1.4,0.0,i,-8.3,-1.5,-0.6,-0.5,15.9
COCCNC(=O)C(c1ccc(OC)cc1)N(C(=O)Cn1nnc2ccccc21)c1cccnc1 (centres undefined),-3.6,3.6,1.2,i,-6.6,6.0,-7.5,-3.5,12.0
COc1ccc(NC(=O)CN2CCN(c3nc(-c4ccc(F)cc4)cs3)CC2)c(OC)c1,-1.5,-1.3,1.6,i,54.5*,-0.9,2.0,4.1,-20.8
O=C(Cc1ccc(-c2ccccc2)cc1)Nc1ccccc1,-2.2,-0.8,0.0,i,2.1,-0.9,2.6,0.4,-14.5
O=C1NC[C@H](CCCCN2C[C@H](Cc3ccc(O)cc3)N(CCC3CCCCC3)C(=O)C2=O)N(CCC2CCCCC2)C1=O,0.7,nt,0.5,nt,33.8,0.2,-2.3,-2.4,nt
COc1ccc(CCNC(=O)CSc2nc(=O)n3cc(C)ccc3n2)cc1OC,-4.5,-0.2,2.5,i,-7.9,-0.2,-2.3,1.2,1.4
O=C(O)c1ccc(N/N=C/c2ccc(C(F)(F)F)cc2)cc1,-5.3,-1.0,4.0,i,13.7,1.4,5.2,-0.8,9.4
COC(=O)c1ccc(NC(=O)COC(=O)c2cccc3c(=O)c(C)c(-c4ccccc4)oc23)cc1,-2.0,-1.3,1.9,i,34.3,-2.8,3.2,4.8,-4.9
N/C(CSc1ncccc1C(F)(F)F)=N\O,-2.2,0.7,0.3,i,-7.8,-0.4,-2.4,-0.2,-3.9
COc1ccc(CCn2c(=N)c(C(=O)NCc3ccco3)cc3c(=O)n4cccc(C)c4nc32)cc1,-0.3,-4.2,0.4,i,-2.5,-3.4,-12.2,3.4,-15.8
CCN(Cc1nc2cc(Cl)ccc2c(=O)[nH]1)C(=O)c1ccc(C)c(NC(=O)c2ccco2)c1,-4.5,5.5,0.9,i,-3.0,0.2,-17.2,1.4,-15.1
CC(C)C(=O)Nc1c(-c2ccc(Cl)cc2)c(=O)c2ccccc2n1C,-3.5,0.7,3.3,i,-4.0,2.2,-1.1,1.9,4.5
O=C(Cn1nc(C(=O)O)c2ccccc2c1=O)Nc1cc(S(=O)(=O)N2CCCCC2)ccc1Cl,-7.1,3.9,1.3,i,4.3,0.8,-7.0,0.3,-16.7
Cc1ccc(S(=O)(=O)N2CCC(C(=O)Nc3ccccc3N3CCCC3)CC2)cc1,-4.2,3.4,-0.1,i,17.1,0.9,-8.3,0.6,-6.7
C=CCn1c(Br)nc2c1c(=O)[nH]c(=O)n2C,-2.9,7.4,-0.7,i,-6.9,0.2,-7.2,3.7,1.4
COc1ccc(-c2cc(C(=O)Nc3cccnc3)c3ccccc3n2)cc1OC,-2.2,-5.8,1.9,i,-0.2,-2.2,-8.1,0.9,-8.0
# Going on with the list:
SMILES,MsrA act,Rin1 Abl inh,MsrA inhibitor,Rpn11 inh,FAS-TE inh,MT1-MMP act inh,eLon inh,CSN deneddyl inh,MLLE-PAM2 inh
Cc1ccc(OCC(=O)Nc2ccc(S(=O)(=O)Nc3cc(C)nc(C)n3)cc2)c(C)c1,0.9,-1.5,-1.0,i,-9.6,-0.1,14.9,3.5,-50.2
Cc1cc(C)c(S(=O)(=O)N(CC(=O)O)CC(=O)O)c(C)c1,4.1,2.8,-0.4,i,-11.6,2.0,-6.7,1.8,8.2
CCOc1ccc(C(CCc2ccccc2)NC(=O)c2ccccc2)cc1OCC (centres undefined),-3.4,1.8,0.5,i,22.2,-10.0,-12.5,-2.8,-4.8
Cc1ccc(S(=O)(=O)/N=S(/C)c2ccccc2)cc1 (centres undefined),-0.4,0.8,0.7,i,-3.8,1.6,-2.6,-3.7,-0.4
COc1ccc(C(=O)CC(CC(=O)c2ccc(OC)cc2)C(=O)O)cc1,0.7,2.3,3.3,i,-6.1,3.6,5.3,3.7,-19.3
COc1ccc(/C=C(/CC(=O)Nc2ccccc2)c2nc3ccccc3s2)cc1,-10.7,0.3,3.1,i,22.0,-4.5,-2.4,6.6,-36.6
Cc1ccc(CNC(=O)CCC(=O)N2CC(C)Sc3ccccc32)cc1 (centres undefined),-0.6,0.1,0.8,i,2.9,-2.9,-4.2,-1.2,-10.9
CCCCC(CC)C(=O)NCCCN1CCN(CCCNC(=O)C(CC)CCCC)CC1 (centres undefined),2.8,-3.2,nt,i,-4.4,-3.1,5.5,0.5,-2.5
CNS(=O)(=O)c1cccc(C(=O)OCC(=O)c2c(N)n(C)c(=O)n(C)c2=O)c1,-2.5,0.0,0.3,i,-4.3,0.4,-4.2,-0.5,-6.5
Cc1ccc(-c2cc(C(=O)NCc3ccc4c(c3)OCO4)no2)cc1,-3.1,2.4,-0.7,i,-6.5,7.6,-7.5,3.1,-2.0

# Source: PubChem
